HP1b chromo inh – inhibitors of HP1-beta chromodomain binding to methylated histone tails | actives 0.56% (n = 390,000) | Potency, µM (doses to about 114 µM), without a hit: at the top dose activity change, negative = inhibition, most hits filed as inhibitors | AlphaScreen HP1-beta / biotin-H3K9me3 peptide binding; also: potency is read from the fitted curve at half-maximal effect; nearly all actives have a fitted effect of over 70% in size; inactives centre near 23
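Compound inhibition of the preformed complex between 50 nM HP1-beta and 50 nM biotinylated H3K9me3 peptide was read by AlphaScreen. Buffer was PBS pH 7.4 with 0.01% Tween-20. Incubations ran 30 min at room temperature, with 10 ug/mL donor/acceptor beads.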
PI4K2A block – PI4K2A (human) kinase inhibition. purified PI4K2A, ADP-Glo luminescence, 1 h; stronger effect = lower value. activity change, negative = inhibition, % at 76.9 µM. actives 0.13% (n = 420,000); in the data active = activity change below about -50%; inconclusive = mostly about -30% to -49%;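 also: -100% = wells without enzyme as full effect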
Target sequence (Q9BTU6 whole entry, looked up): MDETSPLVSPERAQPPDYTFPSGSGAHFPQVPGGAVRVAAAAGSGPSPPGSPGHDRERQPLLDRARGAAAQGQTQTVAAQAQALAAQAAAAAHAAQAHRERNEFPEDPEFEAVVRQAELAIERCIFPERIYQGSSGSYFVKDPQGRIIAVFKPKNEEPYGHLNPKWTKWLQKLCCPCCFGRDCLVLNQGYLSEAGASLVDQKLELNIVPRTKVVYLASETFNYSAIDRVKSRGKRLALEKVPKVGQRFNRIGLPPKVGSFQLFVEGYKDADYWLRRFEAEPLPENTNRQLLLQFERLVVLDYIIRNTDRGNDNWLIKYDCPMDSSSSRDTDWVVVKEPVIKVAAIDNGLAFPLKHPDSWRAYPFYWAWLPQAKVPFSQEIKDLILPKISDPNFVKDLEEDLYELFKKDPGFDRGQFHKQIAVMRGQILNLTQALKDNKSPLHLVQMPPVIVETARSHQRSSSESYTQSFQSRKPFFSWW
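In this quantitative HTS, ADP production by PI4K2A was quantified luminescently after 1 h at ambient temperature; 100 microM adenosine served as plate-quality control.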
BAZ2B block – BAZ2B (human) inhibition; Q9UIF8; AlphaScreen BAZ2B-H3K14Ac peptide displacement; Potency, µM (doses to about 114 µM), without a hit: at the top dose activity change, negative = inhibition, most hits filed as inhibitors; actives 4.4% (n = 360,000); AID 504333; also: potency is read from the fitted curve at half-maximal effect; % is scaled to controls: 0 for no effect and ±100 for the full control effect; nearly all actives have a fitted effect of over 60% in size
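BAZ2B (50 nM) with biotin-H3(5-23)K14Ac peptide (50 nM) in PBS pH 7.4, 0.01% Tween-20, preformed 30 min, then compound 30 min at room temperature; top concentration 110uM. AlphaScreen streptavidin donor/nickel chelate acceptor beads (10 ug/mL final), 20 min dark, signal read.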
PGK inhibitor – inhibitors of T. brucei phosphoglycerate kinase. P07378. PGK/GAPDH coupled, Kinase-Glo luminescence, 60 min. Potency, µM (top dose mostly 57.5 µM), without a hit: at the highest dose activity change, negative = inhibition, usual class: inhibitors. actives 0.043% (n = 380,000). AID 602233; also: potency is read from the fitted curve at half-maximal effect; % is scaled to controls: 0 for no effect and ±100 for the full control effect; nearly all actives have a fitted effect of over 60% in size
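Luminescent ATP detection (Kinase-Glo Plus) follows a 60-minute room-temperature incubation, with wells lacking PGK as controls. Buffer: 100 mM TEA (pH 7.6), 5 mM MgCl2, 0.01% Tween-20. Coupling enzyme GAPDH (100 nM final) supplies unstable 1,3-BPG in-well.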
JMJD2A Tudor – blocks the human JMJD2A Tudor domain; O75164; AlphaScreen JMJD2A-Tudor / H3K4me3 peptide binding; Potency, µM (highest dose often 114 µM), without a hit: top-dose activity change, negative = inhibition, actives largely listed as inhibitors; actives 4.4% (n = 390,000); also: potency is read from the fitted curve at half-maximal effect; % is scaled to controls: 0 for no effect and ±100 for the full control effect; nearly all actives have a fitted effect of over 50% in size
Pin1 inh – inhibitors of human Pin1; AID 504891; Pin1 FP peptide displacement, HiFluor488, 10 min; Potency, µM (top dose mostly 115 µM), for the others: at the top dose activity, negative = inhibition, usual class: inhibitors; Q13526; actives 0.009% (n = 390,000); active = well fitted inhibition curve with a large enough effect in the polarisation, with a control signal flat, not every such curve was filed as active; inconclusive = small, poorly fitted or top-dose-only effect, or effect the other way, or a change in a side signal; inactive = no such curve, though single readings can be large or run the other way; the % refers to the polarisation; also: potency is read from the fitted curve at half-maximal effect; % is scaled to controls: 0 for no effect and ±100 for the full control effect
Target sequence (Q13526 whole entry, looked up): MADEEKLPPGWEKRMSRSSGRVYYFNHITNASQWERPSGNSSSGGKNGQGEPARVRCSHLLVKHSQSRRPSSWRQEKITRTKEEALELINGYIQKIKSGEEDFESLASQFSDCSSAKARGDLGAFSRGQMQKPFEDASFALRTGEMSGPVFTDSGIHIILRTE
GLS inhibitor – glutaminase GLS (human) inhibition. actives 0.21% (n = 410,000). Potency, µM (doses to about 45.5 µM), for the others: at the highest dose activity change, negative = inhibition, usual class: inhibitors. AID 624170. O94925. GLS enzymatic activity, qHTS titration; also: potency is read from the fitted curve at half-maximal effect; % is scaled to controls: 0 for no effect and ±100 for the full control effect
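hKGA in 45 mM KH2PO4 (pH 8.2), 0.02% Tween-20 with compound, then 1mM L-Glutamine (stock as added) plus glutamate oxidase/HRP/Amplex red coupling mix. Fluorescence read initially and after 30 min at RT; signal change reflects glutamate formation.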
ERG-DNA inh – inhibitors of human ERG Ets domain-DNA interaction | P11308 | fluorescence polarization, His-ERG Ets domain / labelled DNA | Potency, µM (titrated, usually from 76.9 µM), inactives show at the highest dose FP activity, negative = inhibition, most hits filed as inhibitors | actives 0.028% (n = 370,000); active = well fitted inhibition curve with a large enough effect in the polarisation, with a control signal flat; inconclusive = small, poorly fitted or top-dose-only effect, or effect the other way, or a change in a side signal; inactive = no such curve, though single readings can be large or run the other way; the % refers to the polarisation;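 also: polarization taken with two DNA probes labelled with fluorescein and Texas red; potency is read from the fitted curve at half-maximal effect; % of control where 0% means no effect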
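His-tagged ERG Ets domain (1 uM in the protein solution; 300mM KCl, 50mM Tris-HCl, 1mM EDTA, 1mM DTT, pH 7.5) received compound, then a probe mix of 5 nM fluorescein-DNA and 100nM Texas-615-DNA. Fluorescence polarization was read for both dyes.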
G9a inh – G9a (human) methyltransferase inhibition | Q96KQ7 | actives 8.8% (n = 350,000) | Potency, µM (doses to about 102 µM), inactives show at the top dose activity, negative = inhibition, actives largely listed as inhibitors | G9a H3K9 monomethylation, AlphaScreen, 2 h; also: potency is read from the fitted curve at half-maximal effect; % is scaled to controls: 0 for no effect and ±100 for the full control effect; nearly all actives have a fitted effect of over 75% in size
Target sequence (Q96KQ7 913-1193 limits assumed): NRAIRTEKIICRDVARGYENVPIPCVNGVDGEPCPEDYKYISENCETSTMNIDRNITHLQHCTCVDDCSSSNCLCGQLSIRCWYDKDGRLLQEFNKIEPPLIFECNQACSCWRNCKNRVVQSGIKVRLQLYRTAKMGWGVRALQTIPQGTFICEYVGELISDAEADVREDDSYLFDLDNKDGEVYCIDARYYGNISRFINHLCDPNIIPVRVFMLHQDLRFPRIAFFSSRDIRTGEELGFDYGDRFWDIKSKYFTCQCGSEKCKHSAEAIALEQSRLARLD
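G9a (20 nM) was preincubated 15 min with compound, then reacted 2 h at room temperature with 500 nM biotin-H3K9 peptide and 20 µM SAM. Monomethyl-H3K9 detected by AlphaScreen using anti-H3K9me1 antibody.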
Active calls of the source: *; i = inactive; u = inconclusive; x = not tested or not shown; & = joins results of further samples; [ ] = another dose, or the depositor's remark. Unless noted, calls follow the shape of the dose curve; as a rule, active = well fitted curve in the direction sought with a large enough effect; inconclusive = small, poorly fitted or top-dose-only effect, or another doubt; inactive = no such curve, though single readings can be large; an effect the other way counts as inactive or inconclusive.

SMILES	HP1b chromo inh	PI4K2A block	BAZ2B block	PGK inhibitor	JMJD2A Tudor	Pin1 inh	GLS inhibitor	ERG-DNA inh	G9a inh
COC(=O)CCN1CCC2CC1c1cc(Cl)ccc12 (stereo not drawn)	29.0%	1.8	x	-3.2%	-8.2%	-1.1%	-10.6%	-2.9%	x
CCOC(=O)C1=C(CNCCc2ccc(Cl)cc2)NC(=O)NC1c1cccc([N+](=O)[O-])c1 (stereo not drawn)	18.8%	1.3	u	-4.7%	u	-0.4%	4.5%	-6.3%	u
COC(=O)CNC(=O)COC(=O)/C=C/c1ccc2ccccc2n1	42.6%[activator]	-2.1	-1.7%	3.7%	-8.8%[57.1 µM]	3.3%	-8.0%	-1.9%	0.5%
Cc1nc(SCC(=O)N2CCCCCC2)[nH]c(=O)c1C	29.7%	2.9	-0.2%	4.9%	1.4%	3.3%	-1.4%	9.2%	-9.0%
COc1cccc(C(=O)Nc2cc(C)nn2-c2ccccc2)c1OC	28.1%	1.1	-18.0%	-8.1%	8.6%	-1.8%	0.0%	3.4%	15.2%
CCCCCc1nnc(N)s1	14.8%	3.1	13.4%	2.9%	0.0%	-4.8%	-5.1%	1.9%	u
CCCCC(c1nnnn1CC1CCCO1)N1CCN(c2cccc(C)c2C)CC1 (stereo not drawn)	16.8%	-3.7	u	i	-12.4%	-0.8%	0.6%	8.9%	0.8%[12.7 µM]
N#Cc1ccc(S(=O)(=O)N2CCN(C(=O)C3CC(=O)N(c4ccc5c(c4)OCCO5)C3)CC2)cc1 (stereo not drawn)	17.7%	-7.6	-1.4%	-6.0%	-8.3%	-3.0%	2.5%	x	16.5%[2.33 µM]
CCc1nc(SCC(=O)Nc2ccccc2Cl)n[nH]1	10.4%	1.8	-10.2%	4.7%	-13.0%	-0.4%	7.2%	2.2%	2.5%
CCOC(=O)c1c(C)[nH]c(C)c1S(=O)(=O)NC(C)Cc1ccco1 (stereo not drawn)	-1.4%[57 µM]	3.8	u	0.3%	-29.9%	1.9%	-7.1%	6.0%	x
CCN(CC)C(=O)/C=C/c1ccccc1	64.3%[activator]	5.7	4.4%	-8.1%	-5.0%	-17.6%	-11.0%	-0.9%	9.1%[0.501 µM]
CC(=O)c1cccc(Nc2nc3ccccc3n3cnnc23)c1	-2.0%	-0.6	-21.7%	i	-21.0%	18.3%	46.5%[activator]	7.0%	-16.1%
C=CCn1c(C(C)NC(=O)c2ccccc2C)n[nH]c1=S (stereo not drawn)	43.9%	-5.1	-3.8%	-0.9%	7.94µM*	-4.5%	3.0%	0.4%	20µM*
CCn1cc(C(=O)NC(=S)Nc2sc3c(c2C(=O)OC)CCCCCC3)cn1	4.8%	3.0	-1.0%	-2.9%	0.0%	1.8%	0.2%	5.9%	u
COc1ccc(/C=N/NC(=O)c2ccc(-n3cnnn3)cc2)cc1	27.5%	-1.6	4.0%	-3.7%	-5.4%	32.8%[activator]	-17.8%	-3.3%	u

Structures listed so far marked active in JMJD2A Tudor:
SMILES	HP1b chromo inh	PI4K2A block	BAZ2B block	PGK inhibitor	JMJD2A Tudor	Pin1 inh	GLS inhibitor	ERG-DNA inh	G9a inh
C=CCn1c(C(C)NC(=O)c2ccccc2C)n[nH]c1=S (stereo not drawn)	43.9%	-5.1	-3.8%	-0.9%	7.94µM*	-4.5%	3.0%	0.4%	20µM*

(next part)
SMILES	HP1b chromo inh	PI4K2A block	BAZ2B block	PGK inhibitor	JMJD2A Tudor	Pin1 inh	GLS inhibitor	ERG-DNA inh	G9a inh
Cc1nn(CC(=O)N(C)C)c(=O)c2ccccc12	18.3%	2.5	8.5%	-1.1%	-34.2%	0.7%	2.4%	4.7%	4.8%
C/C(=N\OCC(=O)OC(C)C(=O)Nc1ccc(C(N)=O)cc1)c1ccc2c(c1)OCO2 (stereo not drawn)	19.2%	4.1	-1.2%	-2.5%	-13.1%	4.3%	6.7%	-1.6%	x
O=C(c1cccc([N+](=O)[O-])c1)N1CCN(C(=O)c2ccco2)CC1	59.7%[activator]	-3.8	-10.3%	i	6.2%	-0.1%	-0.6%	7.4%	-8.6%
CN(Cc1ccon1)Cc1cn[nH]c1-c1ccc(-c2ccccc2)cc1	19.1%	-2.6	u	-7.3%	-27.8%	-3.3%	-8.9%	6.1%	-44.4%
CCc1cc2c(=O)n(Cc3ccco3)c(SCc3c(C)noc3C)nc2s1	28.9%	-15.8	1.5%	-4.3%	-22.1%	35.6%[activator]	2.4%	-1.0%	u
COc1ccc(N(CC(=O)NCCc2ccccc2)C(=O)CCC(=O)Nc2nccs2)cc1	u	1.5	-1.8%	i	-8.5%	-0.1%	10.7%	23.9%	56.2µM*
CCOc1ccc(CC(=O)N2CCN=C2SCc2ccc([N+](=O)[O-])cc2)cc1	10.0%	10.6	-34.7%	-4.3%	-23.0%	0.0%	-5.4%	-0.3%	u
Cc1c(NC(=O)Nc2ccc(Cl)cc2Cl)c(=O)n(-c2ccccc2)n1C	28.1%	4.5	-12.5%	0.1%	12.3%	-0.9%	9.8%	0.5%	5.9%
COc1ccc(CNC(=O)CCCn2nc(C)n3c(cc4sccc43)c2=O)cc1	13.7%&11.3%	-1.7&-2.9	-12.9%&5.9%	4.7%&-9.1%	-9.8%	8.5%&-3.5%	2.1%&2.8%	-5.0%&-0.4%	3.7%[59 µM]
CCOC(=O)C1CCCN(C(=S)NC2CCCC2)C1 (stereo not drawn)	42.6%[activator]	4.6	-10.1%	-1.8%	-9.1%	2.2%	-9.0%	-5.2%	-46.0%
CCN1CCN(CCNC(=O)c2ccc(/C=C3/Sc4ccccc4N(Cc4cccc(C)c4)C3=O)cc2)CC1	-31.4%	-1.0	-34.1%	-9.0%	50.1µM*	25.1%	2.2%	10.4%	44.7µM*
O=C(Nc1cccc(Br)c1)c1cc(=O)c2ccccc2o1	9.9%	-5.0	-20.4%	-3.5%	-16.4%	-1.0%	-1.7%	6.5%	-2.1%[59 µM]
Cn1c(N)c(C(=O)CSc2nc3ccccc3[nH]2)c(=O)n(C)c1=O	76.4%[activator]	9.3	-16.5%	-1.8%	0.0%[11.4 µM]	5.7%	0.9%	4.2%	-1.8%
CCCn1nc(C(=O)Oc2ccc3c(C)cc(=O)oc3c2)c2ccccc2c1=O	31.6%	-2.5	-2.9%	4.5%	-10.3%	0.1%	-4.4%	-2.6%	14.1µM*
CCOC(=O)C1(C(F)(F)F)N=C(C(F)(F)F)Nc2cc(C)c(C)cc21 (stereo not drawn)	22.3%	-5.2	5.6%	-10.3%	-5.2%	-5.8%	-0.9%	-8.2%	u
OC(CC1CC12c1ccccc1-c1ncccc12)(c1ccccc1)c1ccccc1 (stereo not drawn)	9.9%	-0.4	-23.2%	-2.3%	-21.5%	7.2%	2.9%	x	u
Cc1csc(=Nc2ccccc2)n1CCCN1CCCC1=O	-3.1%	4.4	u	i	-33.3%	-7.5%	-0.2%	-3.4%	u
O=C(CCc1ccccn1)N1CCCC(N2CCN(c3cccc(C(F)(F)F)c3)CC2)C1 (stereo not drawn)	28.9%	4.7	-15.0%	-6.8%	-3.8%	-1.9%	-4.4%	16.6%	-15.0%
O=C(Cn1cnc2ccccc2c1=O)c1ccc(OC(F)F)cc1	5.3%	-0.1	7.9%	5.4%	-2.7%	10.7%	4.3%	1.4%	-22.1%
COc1ccc(CN2CCC(=O)NC2=O)cc1	26.8%	0.7	-3.6%	-5.7%	-11.9%	-1.2%	-3.4%	-1.4%	-43.8%[59 µM]
O=C(NCCO)c1ccc2nc(Cc3cccc(Cl)c3)oc2c1	39.9%[activator]	-5.4	5.1%	-0.7%	6.9%	1.2%	3.2%	-0.1%	2.4%
Cc1ccc2[nH]c3c(c2c1)SC(C)(C)CC3=O	54.9%[activator]	3.6	5.6%	-9.6%	15.9%	6.5%	-5.0%	-5.0%	22.1%
Cc1ncn(C23CC4CC(CC(C4)C2)C3)n1	17.5%	-6.2	-32.3%	i	-1.7%	0.3%	-1.6%	13.4%	-15.0%
O=C(Nc1ccc(NC(=O)c2cccs2)cc1Cl)c1ccco1	35.0%[activator]	-7.0	x	-5.3%	-3.1%	147.4%[activator]	-3.9%	-1.2%	-43.6%
Cc1cc(C(=O)NCc2ccccc2Cl)c2c(C)nn(-c3ccccc3)c2n1	-4.4%	3.8	5.8%[57.1 µM]	-2.8%	-0.6%	9.4%	-7.7%	11.5%	-15.4%[59 µM]
COc1ccc(-c2cc(C(F)(F)F)nc(SCC(=O)NCc3ccc(Cl)cc3)n2)cc1	16.7%	4.7	4.1%	-2.7%	-12.0%	-8.4%	5.7%	-1.4%	3.7%[59 µM]
COc1cc(NC(=O)c2ccccc2Cl)c(OC)cc1NC(=O)CN1CCOCC1	2.3%	-0.1	x	i	-29.7%	0.2%	8.3%	-0.5%	0.2%[59 µM]
CCOC(=O)CC1C(=O)NCCN1S(=O)(=O)c1ccc(Br)cc1 (stereo not drawn)	14.3%	0.6	-4.7%	-0.8%	-13.8%	0.6%	11.9%	15.9%	20.3%
CCCCn1c(C(C)O)nc2ccccc21 (stereo not drawn)	43.5%[activator]	5.8	6.2%	-2.8%	-8.5%	-5.7%	-5.8%	-5.2%	12.5%[12.7 µM]
COc1ccc(OC)c(-n2nnnc2SCC(=O)Nc2ccc(C(=O)N3CCCCC3)cc2)c1	16.7%	1.8	-10.8%	x	-18.4%	-4.7%	-7.3%	x	-32.0%[12.7 µM]
